Source: PubChem BioAssay
IDE cell inh = inhibitors of human insulin-degrading enzyme in cells. inhibition, % at 5.59 µM. 320,000 compounds, 0.41% hits. HEK cells, FAbetaB cleavage, fluorescence polarization. P14735;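 active = percent inhibition above the average of all tested compounds plus 3 SD, set per screening campaign, cut at about 16% in these data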;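 note: IDE supplied by intact live HEK cells; FP after avidin binding of uncleaved biotin substrate so inhibition keeps polarization high; 0% = DMSO wells and 100% = 60 µM reference IDE inhibitor Ii1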
Target sequence (P14735 whole entry, looked up): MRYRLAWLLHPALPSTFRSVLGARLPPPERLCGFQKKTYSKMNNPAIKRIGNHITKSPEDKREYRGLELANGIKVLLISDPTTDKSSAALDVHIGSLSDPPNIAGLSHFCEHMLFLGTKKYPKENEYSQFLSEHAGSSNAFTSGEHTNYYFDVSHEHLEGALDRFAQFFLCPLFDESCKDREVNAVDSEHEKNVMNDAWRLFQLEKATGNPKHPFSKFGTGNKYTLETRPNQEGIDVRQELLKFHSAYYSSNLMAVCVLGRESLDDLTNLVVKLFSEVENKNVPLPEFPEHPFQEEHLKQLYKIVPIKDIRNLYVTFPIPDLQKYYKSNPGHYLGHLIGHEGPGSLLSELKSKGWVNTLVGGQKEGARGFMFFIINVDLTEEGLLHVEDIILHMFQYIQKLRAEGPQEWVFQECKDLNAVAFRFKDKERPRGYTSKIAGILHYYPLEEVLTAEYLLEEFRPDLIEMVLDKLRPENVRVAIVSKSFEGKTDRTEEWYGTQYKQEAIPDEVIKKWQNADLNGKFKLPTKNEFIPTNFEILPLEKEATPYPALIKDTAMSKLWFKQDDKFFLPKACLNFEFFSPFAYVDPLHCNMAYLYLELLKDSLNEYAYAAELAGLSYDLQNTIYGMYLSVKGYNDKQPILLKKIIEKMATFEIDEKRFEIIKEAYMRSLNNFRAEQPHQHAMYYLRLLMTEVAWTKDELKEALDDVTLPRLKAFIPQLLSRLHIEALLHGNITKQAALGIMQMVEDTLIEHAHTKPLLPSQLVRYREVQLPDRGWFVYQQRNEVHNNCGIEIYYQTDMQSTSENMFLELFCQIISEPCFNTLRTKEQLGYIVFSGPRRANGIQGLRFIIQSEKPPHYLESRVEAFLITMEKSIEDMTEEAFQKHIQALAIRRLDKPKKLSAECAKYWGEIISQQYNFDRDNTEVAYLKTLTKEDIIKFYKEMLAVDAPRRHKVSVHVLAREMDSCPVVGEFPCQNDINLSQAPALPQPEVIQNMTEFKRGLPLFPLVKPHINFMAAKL
MEKK3 PB1 HTS = MEKK3-MEK5 PB1 interaction, increase or decrease; Q99759; bead-based flow cytometry, Alexa488-MEK5 binding to MEKK3; actives lie on both sides; 0 = blocked by unlabeled MEK5, 100 = vehicle; binding response (% of control), % at 10 µM; 290,000 compounds, 1.4% hits; AID 1529;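 active = binding response more than 3 SD above or below the average of its plate-row segment, actives on both sides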;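 note: Alexa488 bead fluorescence after subtracting the streptavidin-only scavenger bead signal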
PHOSPHO1 block = blocks human PHOSPHO1 phosphatase activity; Q8TCT1; recombinant PHOSPHO1, absorbance phosphatase assay; inhibition, % at 13.3 µM; 290,000 compounds, 1.1% hits; in the data active = inhibition above about 60%
CHRM4 PAM = positive allosteric modulators of human muscarinic M4 receptor; CHO-K1 hM4/Gqi5, Fluo-8 calcium fluorescence, ACh EC20; 0% = ACh EC20, 100% = maximal ACh; activation, % at 3 µM; AID 624126; P08173; 360,000 compounds, 0.4% hits;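 active = activation above its plate's cutoff, the mean activation of sample wells plus 3 SD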; note: some results filed as inactive read as strong as hits
GalR3 antag = blocks the human galanin receptor 3. HEK293 GalR3-CNG cAMP membrane potential fluorescence; galR3 body fused to GalR1 C-terminus. inhibition, % at 3 µM. 360,000 compounds, 0.44% hits. AID 651719;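 active = inhibition above the screen-wide average plus 3 SD, cut at about 13% in these data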;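 note: forskolin and galanin both at EC90 stimulate the cells; cAMP rise reported by CNG channel membrane potential dye signal; 0% = forskolin plus galanin with DMSO and 100% = forskolin alone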
IDE act = IDE (human) activation, cell-based; 340,000 compounds, 0.073% hits; activation, % at 5.96 µM; HEK cells, FAbeta-B cleavage, fluorescence polarization; 0% vehicle, 100% cell-free pure enzyme wells;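 active = activation above the mean of all tested compounds plus 3 SD, set per screening campaign, cut at about 17% in these data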
CRFBP-R2 block = CRF-BP/CRF-R2 complex antagonism. 350,000 compounds, 0.59% hits. inhibition, % at 11.8 µM. HEK293 CRF-R2/CRF-BP, CRF-induced calcium fluorescence;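 active = inhibition of the ligand-induced calcium signal above about 50% at the single tested concentration, limit read from the data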
CRFR2-BP ag = CRF-BP/CRF-R2 complex agonism. HEK293 CRF-R2/CRF-BP, calcium dye fluorescence (FLIPR); percent of saturating CRF peptide response. activation, % at 13.2 µM. 350,000 compounds, 0.46% hits;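 active = activation of at least 50%, plus an integration ratio under a set limit after plate pattern correction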;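 note: plate controls were neutral control wells without compound for no effect and CRF at EC100 for full effect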
p-CIP stab down = lowers stability of the mouse p/CIP coactivator protein; Q05BA5; F442A p/CIP-EGFP cells, EGFP fluorescence, 16 h; 290,000 compounds, 0.01% hits; decrease of EGFP signal, % at 10 µM; AID 1984;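 active = EGFP signal decrease of at least 30% at 10 µM or well 3 SD below plate mean, unless failing retest; inactive = the rest, including hits failing retest or dose response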; note: some compounds called inactive have numbers as strong as hits; many of its hits are not listed in these tables
Active calls of the source: *; nt = not tested or not shown.

SMILES | IDE cell inh | MEKK3 PB1 HTS | PHOSPHO1 block | CHRM4 PAM | GalR3 antag | IDE act | CRFBP-R2 block | CRFR2-BP ag | p-CIP stab down
Cc1ccc(S(=O)(=O)N(C)c2ccc(C(=O)Nc3ccccc3C(=O)N3CCOCC3)cc2)cc1 | -3 | 87 | 35 | 15 | 0 | 5 | 2 | -1.1 | -9
COc1ccc(NC(=O)c2ccc(NC(=O)CN3CCC(C(N)=O)CC3)cc2)cc1 | 12 | nt | nt | 0 | -7 | 5 | -4 | 1.1 | nt
Cc1cc(C)nc(OC(C(=O)O)C(OCCC(C)C)(c2ccccc2)c2ccccc2)n1 (centres undefined) | 6 | 103 | 34 | -6 | -11 | 5 | 10 | 3.5 | -20
CCSc1nnc(NC(=O)CSc2nnc(Cc3cccn3C)n2-c2ccc(C)cc2)s1 | 0 | 97 | 3 | 0 | -8 | 5 | 9 | -6.8 | -7
O=C(/C=C/c1ccc(Cl)cc1Cl)NCCN1CCOCC1 | 6 | 105 | 3 | 30* | -2 | 6 | -18 | 17 | -12
Cc1cc(-c2ccccc2)[nH]c(=O)c1S(=O)(=O)c1ccc(Cl)cc1 | -1 | 111 | 7 | 6 | 0 | 7 | -23 | -0.1 | -13
CC1(C)CC(=O)C(C(O)c2cccc([N+](=O)[O-])c2)C(C)(C)N1 (centres undefined) | 5 | 112 | 52 | 1 | -9 | 4 | 9 | -0.8 | -15
COc1cc2c(cc1OC)CN(S(=O)(=O)c1ccc3c(c1)OCCO3)CC2 | -5 | 100 | -13 | 13 | -4 | 7 | -11 | 0.8 | -3
O=C(NCCC(=O)N1CCN(c2ccccn2)CC1)c1ccc(Cl)cc1 | -3 | nt | nt | 5 | 0 | 3 | -10 | -1.5 | nt
CCOC(=O)c1ccccc1NC(=O)C1CC(=O)N(C(C)(C)C)C1 (centres undefined) | 2 | 111 | 15 | -2 | -6 | 2 | 16 | -0.4 | -1
Cc1ccc(C(O)(CNCc2ccccc2)c2ccccc2)cc1 (centres undefined) | nt | 106 | 36 | -11 | -16 | -1 | -11 | 4.9 | -19
CCN(CC)CCN(Cc1cc2cc3c(cc2[nH]c1=O)OCCO3)C(=S)NCC(C)C | 3 | 101 | 36 | 5 | -3 | -1 | 0 | -1.6 | -16
Cc1ccccc1S(=O)(=O)N(C)C[C@@H]1OCc2ccccc2-c2c(n(C)c3ccccc23)C(=O)N([C@H](C)CO)C[C@@H]1C | nt | nt | nt | -1 | -6 | nt | -34 | 2.6 | nt
O=C(O)c1ccc(Cl)c(S(=O)(=O)Nc2ccc(OCc3ccccc3)cc2)c1 | -6 | 97 | 36 | -3 | 5 | 3 | -7 | 1.1 | -10
CCNc1nc(NC(C)C)nc(N(C#N)CCOc2ccccc2)n1 | 5 | 86 | 28 | 2 | -3 | -1 | -22 | 1.3 | -12
CCc1ccc(N(C(=O)C(F)(F)F)C(C(=O)NC2CCCCC2)c2ccncc2)cc1 (centres undefined) | -3 | 109 | 10 | -5 | -12 | 3 | -3 | 0.2 | 2
CCOC(=O)c1cnc2ccc(C(=O)OC)cc2c1Nc1ccc2c(c1)OCCO2 | -2 | 101 | 16 | 5 | -1 | -5 | 15 | -0.2 | 2
CCN(CCCCN1C(=O)c2ccccc2C1=O)c1ccc2c(c1)C(=O)N(C)C2=O | 0 | 76 | -1 | -3 | -4 | -2 | 10 | 6.6 | -19
NS(=O)(=O)c1cccc(NC(=O)COC(=O)c2ccc(S(=O)(=O)N3CCOCC3)cc2)c1 | nt | nt | nt | 8 | 1 | -3 | -4 | 2.0 | nt
CCOC(=O)c1ccc(NC(=O)c2n[nH]c(=O)c3ccccc23)cc1 | 1 | 101 | 16 | 2 | 0 | 2 | 0 | -2.9 | 7
CCCN1CCN(CC(O)COC(c2ccc(OC)cc2)c2ccc(OC)cc2)CC1 (centres undefined) | 5 | 98 | 18 | -2 | -10 | 3 | -15 | 1.2 | -10
c1ccc(CNc2nc(-c3cccs3)nc3ccccc23)nc1 | -4 | 94 | 44 | 1 | -9 | 0 | -13 | -0.6 | -30
COc1ccc2nc3oc(C(=O)N4CCC(C(N)=O)CC4)cc3cc2c1 | 8 | 94 | 11 | -2 | -1 | 3 | -10 | -0.6 | 1
CCCCN1C(=O)C(CC(=O)NC(c2ccccc2)c2ccccc2)CC(C(=O)N(CC)CC)=C1C (centres undefined) | nt | nt | nt | -3 | -7 | nt | -10 | -0.2 | nt
CCN(CC)CCOC(=O)c1ccc(NC(=O)c2cn(-c3ccccc3)nc2-c2cccs2)cc1 | nt | 120 | -55 | -14 | -4 | 3 | -44 | 2.1 | 4

Rewritten with values under each structure: part of the list above.
Order of values – IDE cell inh, MEKK3 PB1 HTS, PHOSPHO1 block, CHRM4 PAM, GalR3 antag, IDE act, CRFBP-R2 block, CRFR2-BP ag, p-CIP stab down
> O=C(O)c1ccc(Cl)c(S(=O)(=O)Nc2ccc(OCc3ccccc3)cc2)c1
    -6, 97, 36, -3, 5, 3, -7, 1.1, -10
> CCNc1nc(NC(C)C)nc(N(C#N)CCOc2ccccc2)n1
    5, 86, 28, 2, -3, -1, -22, 1.3, -12
> CCc1ccc(N(C(=O)C(F)(F)F)C(C(=O)NC2CCCCC2)c2ccncc2)cc1 (centres undefined)
    -3, 109, 10, -5, -12, 3, -3, 0.2, 2

New compounds follow.
SMILES | IDE cell inh | MEKK3 PB1 HTS | PHOSPHO1 block | CHRM4 PAM | GalR3 antag | IDE act | CRFBP-R2 block | CRFR2-BP ag | p-CIP stab down
CC(C)OCCCNS(=O)(=O)c1ccc2c(c1)OCCO2 | 0 | 100 | -16 | -8 | -4 | -1 | 9 | -0.8 | -10
CN1CCN(C(=O)C2CCC(=O)N(CCc3cccc(F)c3)C2)CC1 (centres undefined) | 3 | 101 | 8 | 0 | -3 | 0 | -17 | 0.5 | -2
N#Cc1c(NC(=O)CSc2ncn(-c3ccccc3)n2)sc2c1CCCC2 | 5 | 103 | 38 | 0 | 6 | 0 | -3 | 3.8 | 2
CCOC(=O)C1CCCN(C(=O)c2ccc3ncsc3c2)C1 (centres undefined) | 1 | nt | nt | 7 | -5 | 5 | -4 | -1.0 | nt
CCCCOC(=O)c1[nH]c2c(c1C)C(=O)CC(c1cc(OC)c(OC)c(OC)c1)C2 (centres undefined) | 8 | 101 | 30 | -12 | 0 | -10 | 4 | -0.7 | -28
CCN(CC)C(=O)CSc1ncnc2c1cnn2-c1ccccc1 | -1 | 93 | 3 | 2 | -4 | 8 | 56* | 3.0 | -3
CCCCN(C)C(=S)Nc1ccc(Oc2ccccc2)cc1 | 4 | 101 | -9 | -9 | -3 | 7 | 18 | -3.6 | 4
COCCCNC(=O)Cn1cc2c(n1)CCCCC2 | 1 | 99 | 30 | 1 | 5 | 6 | -2 | -0.7 | -16
CC(=O)Oc1ccc2c(=O)c(N3C(=O)c4ccccc4C3=O)c(C)oc2c1 | 4 | 105 | -25 | 4 | -4 | 0 | 20 | -1.9 | -6
CC(C)CC1Nc2ncnc(N3CCN(c4ccccc4)CC3)c2N(Cc2ccc(Cl)cc2)C1=O (centres undefined) | -1 | nt | nt | -6 | -2 | 0 | 0 | -0.3 | nt
Cc1cc(C)nc(-n2nc(C)c3c(C(F)(F)F)cc(=O)[nH]c32)n1 | 4 | 108 | 1 | 9 | -4 | 3 | -5 | 0.8 | -4
O=P(Cc1cccc2ccccc12)(c1ccccc1)c1ccccc1 | nt | nt | nt | 3 | -5 | 0 | -26 | -6.6 | nt
CCOC(=O)N1CCN(c2ncnc3scc(-c4ccccc4)c23)CC1 | -6 | 103 | 41 | 0 | -8 | -3 | -17 | 1.2 | -3
COc1ccccc1CNC(=O)CSC1=NCCS1 | 2 | 99 | 28 | -5 | -2 | -2 | 6 | 0.1 | 5
CCCCc1[nH]c(=O)c(C#N)c2c1CSC(C)(C)C2 | 2 | 89 | 23 | -9 | -2 | 0 | -10 | -1.5 | -12
Cc1cccc(NC(=O)CC(=O)Nc2cccc(C)c2)c1 | 4 | 106 | 31 | 3 | -11 | -4 | -3 | 0.2 | -3
CCCCNC(=O)C1CC(=O)N(CCc2ccc(C)cc2)C1 (centres undefined) | 2 | 89 | 51 | -1 | -12 | 2 | 5 | -0.2 | 2
Cc1ccc(CN2C(=O)[C@@H]3Cc4c([nH]c5ccccc45)C(C)(C)N3C2=O)cc1 | 0 | 101 | nt | 13 | -3 | -2 | -19 | 1.9 | nt
COc1ccc(C)cc1C(=O)CCC(=O)Nc1ccccc1N1CCOCC1 | 0 | 102 | -21 | 4 | -1 | -2 | 18 | 0.4 | 6
CN(C)S(=O)(=O)n1cc(/C=C(\NC(=O)c2ccccc2F)C(=O)N2CCOCC2)c2ccccc21 | 3 | 103 | -16 | 4 | 3 | 3 | -17 | -0.8 | -2
c1ccc2c(c1)CCN(c1ncnc3c1[nH]c1ccccc13)C2 | 21* | nt | 17 | -14 | 8 | -25 | -23 | -1.1 | -11
Cc1ccccc1Nc1nc(Cl)c(C=O)s1 | -1 | 90 | 11 | 1 | -6 | 8 | -59 | 14 | -16
CCCN1Cc2cccc(C(=O)NCc3ccccc3OC)c2C1=O | 3 | 103 | 6 | 1 | -5 | 3 | 3 | -2.1 | -5
CC(=O)N1c2ccc(S(=O)(=O)N3CCCC(C(=O)NCc4ccccc4Cl)C3)cc2CC1C (centres undefined) | 4 | 103 | 0 | 3 | -8 | -1 | 5 | 1.0 | -3
CCn1c(SCC(=O)Nc2ccc(NC(C)=O)cc2)nc2c([nH]c3ccccc32)c1=O | -4 | 85 | 53 | 4 | 4 | 6 | -2 | 1.1 | 2

The listing continues:
SMILES | IDE cell inh | MEKK3 PB1 HTS | PHOSPHO1 block | CHRM4 PAM | GalR3 antag | IDE act | CRFBP-R2 block | CRFR2-BP ag | p-CIP stab down
CCOC(=O)c1c(NC(=O)C2=C(C)NC(=S)NC2c2ccccc2C(F)(F)F)sc(C)c1C (centres undefined) | 2 | 118 | -19 | 9 | -10 | 3 | -28 | 3.0 | -12
CCSC(SCC)[C@H](O)[C@@H](O)[C@H](O)[C@H](O)CO | 0 | 107 | 1 | 1 | nt | 2 | 1 | 1.9 | -2
N#CCC(=O)Nn1c(=S)[nH]c2ccccc2c1=O | -1 | 101 | -8 | 3 | -5 | 1 | -7 | 0.2 | -6
COc1ccc(C(=O)N2CC3(C)C4CCC3(C)C2(C#N)C4)cc1OC (centres undefined) | -3 | 106 | 18 | 0 | -5 | 4 | -5 | -0.1 | -3
O=C(NCC1CCCO1)/C(=C\c1ccc(Cl)cc1)NC(=O)c1ccccc1 (centres undefined) | 2 | 96 | 18 | -2 | -1 | 4 | 6 | -2.1 | 7
CCOC(=O)c1sc2nc(C)nc(SC(C)C(=O)N(C)c3ccccc3)c2c1C (centres undefined) | 0 | nt | nt | -6 | -8 | -1 | 12 | -0.8 | nt
CCOC(=O)c1cnn(-c2ccccc2)c1NC(=O)c1cccs1 | -3 | 95 | 19 | 3 | -8 | 4 | 2 | 0.8 | -8

Arranged by value in CRFR2-BP ag (descending): some entries from above.
SMILES | IDE cell inh | MEKK3 PB1 HTS | PHOSPHO1 block | CHRM4 PAM | GalR3 antag | IDE act | CRFBP-R2 block | CRFR2-BP ag | p-CIP stab down
CCOC(=O)c1c(NC(=O)C2=C(C)NC(=S)NC2c2ccccc2C(F)(F)F)sc(C)c1C (centres undefined) | 2 | 118 | -19 | 9 | -10 | 3 | -28 | 3.0 | -12
CCSC(SCC)[C@H](O)[C@@H](O)[C@H](O)[C@H](O)CO | 0 | 107 | 1 | 1 | nt | 2 | 1 | 1.9 | -2
CCOC(=O)c1sc2nc(C)nc(SC(C)C(=O)N(C)c3ccccc3)c2c1C (centres undefined) | 0 | nt | nt | -6 | -8 | -1 | 12 | -0.8 | nt

No enrichment for hits; any-hit rate near 4.2%.
